miR-122 sensor – blocks miR-122 activity in Huh7 sensor cells; Huh7 miR-122 Renilla luciferase sensor, 48 h; neutral wells = 0, positive control = 100; activation (reporter increase), % at 12.5 µM; 340,000 compounds, 0.3% hits;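 active = mean replicate activation score at least 90 and every replicate individually at or above 90; inconclusive = only one of the two criteria met; inactive = neither criterion met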;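 also: higher luciferase means less miR-122 activity so hits act as miR-122 inhibitors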
ERAP1 inh – ERAP1 (human) enzyme inhibition. recombinant ERAP1, Leu-AMC fluorescence, 60 min. inhibition, % at 10.7 µM. 340,000 compounds, 0.15% hits;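 active = mean replicate inhibition of at least 30%, or all replicates individually reaching that 30% level; inactive = mean below 30% and not every replicate reaching it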;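 also: 0% = neutral control wells and 100% = L-leucinethiol positive control wells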
CFTR F508del cor – correctors of CFTR F508del function in bronchial epithelial cells; CFBE cells, YFP halide quenching; stimulated with forskolin plus potentiator P3; % fluorescence drop versus neutral controls; activity (quench increase), % at 7.58 µM; 350,000 compounds, 0.36% hits; AID 720511;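 active = mean added fluorescence quench of at least 8% versus neutral control, with both replicates also reaching 8%; inconclusive = only one of the mean or replicate conditions met; inactive = mean below 8% and not both replicates reaching 8%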;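 also: cells transiently co-express mutant CFTR-F508del with the halide-sensitive YFP; corrector assay measuring rescue of mutant channel to the surface after 24 h compound exposure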
ERp5 block – inhibitors of human ERp5 | inhibition, % at 9.99 µM | 350,000 compounds, 0.05% hits | ERp5 insulin aggregation, absorbance 650 nm, 90 min | AID 651711;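 active = mean replicate inhibition above about 25%, with every replicate also reaching it, limit read from the data, passing the limit was not always enough; inconclusive = only one of those two criteria met; inactive = neither criterion met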
CASP6 VEID inh – blocks human caspase-6 cleavage activity; P55212; purified caspase-6, Z-VEID-R110 cleavage fluorescence; inhibition, % at 12.5 µM; 350,000 compounds, 0.53% hits; AID 686996;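 active = mean inhibition across replicates at least about 35%, with every replicate also reaching that limit, limit read from the data; inconclusive = only one of the two criteria met; inactive = neither criterion met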;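 also: 0% = median of neutral control wells and 100% = no fluorescence left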
Target sequence (P55212 24-179 limits assumed): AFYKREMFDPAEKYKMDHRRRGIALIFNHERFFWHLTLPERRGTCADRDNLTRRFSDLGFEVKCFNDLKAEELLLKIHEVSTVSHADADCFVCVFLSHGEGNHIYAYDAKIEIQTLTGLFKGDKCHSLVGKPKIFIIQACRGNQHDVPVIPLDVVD
Target sequence (P55212 194-293 limits assumed): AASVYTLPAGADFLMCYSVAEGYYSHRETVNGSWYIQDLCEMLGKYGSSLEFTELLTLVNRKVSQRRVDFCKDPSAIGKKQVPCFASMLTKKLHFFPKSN
DENV2 CPE – DENV2-induced cell death inhibition; CPE inhibition, % at 9.99 µM; DENV2-infected cells, cytopathic effect rescue, plate reader; 350,000 compounds, 1.7% hits; in the data active = CPE inhibition above about 20%, passing the limit was not always enough; inconclusive = no clear call, values can overlap the other calls; tested in BHK-21 cells;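 also: 0% = median of neutral control wells and 100% = median of positive control wells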
SIRT5 inh – blocks human SIRT5 desuccinylation of peptide; Q9NXA8; Purified SirT5, succinyl-peptide AMC, trypsin-coupled fluorescence; inhibition, % at 15 µM; 330,000 compounds, 1.1% hits; AID 652115; in the data active = inhibition above about 15%; inconclusive = no clear call, values can overlap the other calls
Target sequence (Q9NXA8 whole entry, looked up): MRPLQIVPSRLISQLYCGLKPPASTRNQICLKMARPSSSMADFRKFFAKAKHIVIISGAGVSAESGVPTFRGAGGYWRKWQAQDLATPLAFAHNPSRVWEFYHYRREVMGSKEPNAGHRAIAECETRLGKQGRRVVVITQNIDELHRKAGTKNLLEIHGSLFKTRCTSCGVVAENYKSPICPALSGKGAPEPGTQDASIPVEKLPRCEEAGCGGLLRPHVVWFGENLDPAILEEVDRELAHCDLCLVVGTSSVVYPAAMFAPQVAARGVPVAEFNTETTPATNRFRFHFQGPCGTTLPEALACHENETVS
Starred values were filed as active, the others as inactive; u = inconclusive; x = no result given; & = joins results of further samples; [ ] = dose if it differs, or a comment. Hits appear at their usual frequency; any-hit rate near 4%.

(1) COc1cc(C(=O)OCCNC(=O)c2cccnc2)cc(OC)c1OC
(2) CC(=O)c1cccc(NC(=O)COC(=O)CCC(=O)c2cccs2)c1
(3) CN(C)C(=O)C[C@H]1C=C[C@@H](NC(=O)Nc2cccc(F)c2)[C@@H](CO)O1
(4) O=C(Nc1cc(S(=O)(=O)Nc2ccc(Cl)cc2)ccc1N1CCCCC1)c1ccc(F)cc1
(5) CCOC(=O)N1CCN(C(=O)CS(=O)(=O)Cc2nc(-c3cccc(OC)c3)oc2C)CC1
(6) O=C(O)c1cc(-c2ccc3c(c2)OCO3)nc2ccc(Cl)cc12
(7) COC(=O)c1ccccc1NC(=O)Cn1nnc(-c2ccc3c(c2)OCO3)n1
(8) C[C@@H]1CN([C@@H](C)CO)C(=O)c2cc(NS(=O)(=O)c3ccc(Cl)cc3)ccc2O[C@@H](C)CCCCO[C@H]1CN(C)C
Screen / compound no.	1	2	3	4	5	6	7	8
miR-122 sensor	3	-5	x	48	-3	-4	x	-2[16.7 µM]
ERAP1 inh	4	2	4	4	-6	3	-3	0
CFTR F508del cor	-1.4	3.6	1.1	x	1.6	-2.2	-1.7	-3.6
ERp5 block	0	0	4	5	3	2	1	-3
CASP6 VEID inh	3	2	-2	-1	-3	15	-1	0
DENV2 CPE	-6	-7	11	x	1	6	1	-3
SIRT5 inh	0	1	2	6	1	4	0	0

(9) CC1C(=O)C(C)C(c2ccc(Br)cc2)NC1c1ccc(Br)cc1 (stereo not drawn)
(10) COc1ccc(NC(=O)COC(=O)CCC2CCCC2)c(OC)c1
(11) Cc1ccc(S(=O)(=O)N[C@H]2C=C[C@@H](CC(=O)N3CCc4ccccc4C3)O[C@H]2CO)cc1
(12) CC(C)N1C(=O)C(=O)N(CC(=O)N(C)c2ccccc2)C1=O
(13) CC(C)NC(=O)N(C)C[C@H]1Oc2ccc(NC(=O)Cc3cn(C)c4ccccc34)cc2C(=O)N([C@H](C)CO)C[C@@H]1C
(14) COc1ccc(C)cc1NC(=O)Cn1cnnn1
(15) C[C@@H]1CCCCO[C@H](CN(C)C(=O)Nc2ccccc2)[C@@H](C)CN([C@H](C)CO)C(=O)c2cc(NC(=O)NC3CCCCC3)ccc2O1
(16) C=CCn1c(-c2ccc(Cl)cc2)cnc1SC(C)C(=O)NC(N)=O (stereo not drawn)
Screen / compound no.	9	10	11	12	13	14	15	16
miR-122 sensor	x	x	x	-1	0[16.7 µM]	-5	9[16.7 µM]	2
ERAP1 inh	-2	0	1	1	-3	1	-4	-2
CFTR F508del cor	-0.9	-0.1	-0.6	-4.5	1.0	-1.2	0.4	-0.7
ERp5 block	1	-10	2	-5	-1	-2	2	6
CASP6 VEID inh	-1	0	-2	-1	-1	0	0	1
DENV2 CPE	-4	8	12	-8	-1	10	-1	16
SIRT5 inh	1	2	0	-7	-1	0	1	-2

(17) CCn1cc(C(=O)OCC(=O)Nc2cccc(C)c2)c(=O)c2ccc(C)nc21
(18) Cc1noc(C)c1NC(=O)Nc1ccc2c(c1)CC(=O)N([C@@H](C)CO)C[C@@H](C)[C@@H](CN(C)S(=O)(=O)c1ccc(F)cc1)O2
(19) NC(=O)c1cccc2cc3ccccc3cc12
(20) O=C(CCCO)NC1Cc2ccccc2C1
(21) Cc1sc(CO)c(Sc2ccccc2)c1C(=O)O
(22) CC(CCc1ccccc1)NC(=O)COC(=O)c1ccc(NC(=O)CC#N)cc1 (stereo not drawn)
(23) Fc1ccc(-c2csc(-c3ccncc3)n2)cc1
(24) C[C@@H]1CN([C@@H](C)CO)C(=O)c2cc(/C=C/c3ccccc3)cnc2O[C@@H]1CN(C)C(=O)C1CCOCC1
Screen / compound no.	17	18	19	20	21	22	23	24
miR-122 sensor	x	-1[16.7 µM]	x	-1	x	-1	-1	2[16.7 µM]
ERAP1 inh	-3	-1	1	3	2	0	1	3
CFTR F508del cor	-1.2	-4.0	-1.0	-0.1	-2.3	-0.6	-2.5	1.6
ERp5 block	-2	-18	6	-3	-1	1	-9	6
CASP6 VEID inh	1	-1	0	-1	3	-4	-1	3
DENV2 CPE	3	5	2	1	-1	-6	-6	-9
SIRT5 inh	1	0	x	1	-1	-1	-3	-19

(25) CCC(C)Nc1nnnc2c1sc1nc3c(cc12)COC(C)(C)C3 (stereo not drawn)
(26) CCCCOc1ccc(/C=C/C(=O)NC2=Nc3ccccc3NC(C)=C2C(=O)OCC)cc1OC
(27) Nc1cccc(C#Cc2ccc3c(=O)c4ccccc4oc3c2)c1
(28) CCc1nnc(NC(=O)c2cc(S(=O)(=O)N(CC)CC)ccc2Cl)s1
(29) O=S(=O)(c1cccc(Cl)c1)N1[C@@H]2CNC[C@H]1C2c1ccc(-c2ccncc2)cc1 (stereo partly drawn)
(30) NC(=S)N/N=C/c1ccc(-c2ccc(SC(F)F)cc2)o1
(31) CS(=O)(=O)N1CC(=O)N2[C@H](C1)[C@@H](c1ccc(C#Cc3ccc(F)cc3)cc1)[C@@H]2CO
(32) CN(C)c1ccc(C2CC(=O)C=C(Nc3ccccc3N)C2)cc1 (stereo not drawn)
Screen / compound no.	25	26	27	28	29	30	31	32
miR-122 sensor	-11	x	x	-8	x	10	x	10
ERAP1 inh	9	-5	1	0	4&2	-4	-1	1
CFTR F508del cor	0.2	-1.2	0.6	-0.6	1.8&-0.1	0.4	7.3	2.0
ERp5 block	6	1	7	-2	-3&-2	1	-5	5
CASP6 VEID inh	1	-1	-2	6	0&0	-3	5	-1
DENV2 CPE	20	7	0	x	14&4	-4	19	2
SIRT5 inh	-4	-5	x	0	1	0	1	-2

(33) O=C(Nc1c(-c2ccccc2)nc2ccccn12)c1ccccc1F
(34) COc1ccccc1OCCNC(=O)c1ccccc1OCc1c(C)noc1C
(35) O=C(NCc1ccccn1)c1n[nH]c(=O)c2ccccc12
(36) COc1ccc(C(C(=O)NC2CCCC2)N(C(=O)c2ccoc2C)c2ccc(C)c(C)c2)cc1 (stereo not drawn)
(37) Cc1ccc(C[n+]2ccccc2)cc1
(38) Cc1c(OCC(F)(F)F)ccnc1CS(=O)c1nc2ccccc2[nH]1 (stereo not drawn)
(39) COc1ccc(C(=O)Nc2ccc(C(=O)N3CCOCC3)cc2)cc1OC
(40) Cc1ccccc1S(=O)(=O)NCC[C@@H]1CC[C@@H](NC(=O)C2CC2)[C@H](CO)O1
Screen / compound no.	33	34	35	36	37	38	39	40
miR-122 sensor	3	x	-4	5	-5	5	1	x
ERAP1 inh	-2	-1	x	-5	0	0	-4	0
CFTR F508del cor	-3.6	-3.6	8.6*	2.8	-2.2	-3.1	1.0	0.2
ERp5 block	2	-1	-2	4	10	0	-1	-1
CASP6 VEID inh	-1	-4	-1	0	0	2	12	-10
DENV2 CPE	3	-5	4	-5	1	5	6	8
SIRT5 inh	0	3	0	-2	x	-1	-8	4

(41) CO[C@H]1CN(C)C(=O)c2cc(NC(=O)Nc3ccc(Cl)c(Cl)c3)ccc2OC[C@@H](C)NC[C@@H]1C
(42) COc1ccc(S(=O)(=O)Nc2ccc3c(c2)C(=O)N([C@@H](C)CO)C[C@H](C)[C@@H](CN(C)Cc2ccncc2)O3)cc1
(43) COc1ccc(NC(=O)Nc2ccc3c(c2)CC(=O)N([C@H](C)CO)C[C@@H](C)[C@H](CN(C)Cc2ccc(C(=O)Nc4ccccc4N)cc2)O3)cc1
(44) Cc1ccc(CNC(=O)c2cn(C)c3ccc(S(=O)(=O)N4CCOCC4)cc3c2=O)cc1
(45) COc1ccc(C(O)c2ncc(-c3ccccc3C)[nH]2)cc1F (stereo not drawn)
(46) CCc1cc(=O)oc2cc(C)cc(OC(C)C(=O)NCc3cccnc3)c12 (stereo not drawn)
(47) CCC(=O)Nc1ccc2c(c1)C(=O)N(C)C[C@H](OC)[C@H](C)CN(CCc1ccccc1)[C@H](C)CO2
(48) CCOC(=O)N/N=C/c1cccnc1
Screen / compound no.	41	42	43	44	45	46	47	48
miR-122 sensor	-35[16.7 µM]	-2[16.7 µM]	x	x	10	-8	7[16.7 µM]	x
ERAP1 inh	x	-8	4	-1	2	-1	-2	-2
CFTR F508del cor	1.7	0.7	-3.4	-0.8	-1.0	-1.5	1.5	0.2
ERp5 block	x	-2	3	9	6	-1	-1	0
CASP6 VEID inh	x	2	2	-2	0	0	-3	1
DENV2 CPE	x	5	55*	5	19	2	-4	-5
SIRT5 inh	3	-5	0	1	-1	-14	0	-3

Continued; it opens with the 4 that closed the last part.
(45) COc1ccc(C(O)c2ncc(-c3ccccc3C)[nH]2)cc1F (stereo not drawn)
(46) CCc1cc(=O)oc2cc(C)cc(OC(C)C(=O)NCc3cccnc3)c12 (stereo not drawn)
(47) CCC(=O)Nc1ccc2c(c1)C(=O)N(C)C[C@H](OC)[C@H](C)CN(CCc1ccccc1)[C@H](C)CO2
(48) CCOC(=O)N/N=C/c1cccnc1
(49) OC[C@@H]1CN(CCN2CCOCC2)C[C@H](n2cnc3c(NC4CCCC4)ncnc32)O1
(50) CCN(c1ccc(OC)cc1)S(=O)(=O)c1csc(C(=O)N2CCCC2)c1
(51) COc1ccccc1-c1ccc2n(c1=O)C[C@H]1[C@H](CO)[C@@H](C(=O)NC3CCC3)N(C(C)=O)[C@@H]21
(52) O=C(COc1ccccc1[N+](=O)[O-])N(C1CCCCC1)C1CCS(=O)(=O)C1 (stereo not drawn)
(53) COc1ccc(C(=O)C2CC2c2ccc3c(c2)OCO3)cc1 (stereo not drawn)
(54) O=c1ccc2cc(S(=O)(=O)NCc3ccccc3)ccc2[nH]1
(55) Cc1ccc(C)c(Nc2c([N+](=O)[O-])ccc3nonc23)c1
(56) O/N=C/c1cn(-c2ccccc2)nc1-c1cccnc1
Screen / compound no.	45	46	47	48	49	50	51	52	53	54	55	56
miR-122 sensor	10	-8	7[16.7 µM]	x	-3	-8	2[16.7 µM]	x	-4	3	x	x
ERAP1 inh	2	-1	-2	-2	-4	0	-1	3	7	-2	4	-3
CFTR F508del cor	-1.0	-1.5	1.5	0.2	0.8	3.1	0.7	3.8	-0.1	-3.1	-18	2.1
ERp5 block	6	-1	-1	0	-2	1	-4	-3	-1	7	2	2
CASP6 VEID inh	0	0	-3	1	6	-2	2	3	1	-2	x	-1
DENV2 CPE	19	2	-4	-5	2	u	7	13	3	8	-4	-2
SIRT5 inh	-1	-14	0	-3	0	0	-18	0	-1	10	-2	-2

(57) O=C(Nc1ccc2c(c1)C(=O)NC2=O)c1cccc(C(F)(F)F)c1
(58) Cc1cc(C)cc(NC(=O)c2nccnc2C(=O)O)c1
(59) COc1ccccc1N1CCN(C(=O)c2ccc(CN3CCOCC3)cc2)CC1
(60) COc1cccc(CN2C(=O)NC3(CCCCCC3)C2=O)c1
Screen / compound no.	57	58	59	60
miR-122 sensor	-3	-3	x	x
ERAP1 inh	-2	-4	-2	-1
CFTR F508del cor	0.2	-0.7	-1.2	-2.0
ERp5 block	u	-2	8	0
CASP6 VEID inh	1	0	-1	1
DENV2 CPE	u	-1	2	-5
SIRT5 inh	-3	2	-1	-5
